SF1 activator: SF-1 (human) activation; 65,000 tested, 1.9% active; CHO-K1 Gal4-SF-1 LBD luciferase reporter; % increase over DMSO SF-1-specific signal; Q13285; AID 522; activation, % at 10 µM;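 active means activation above the mean activation of all tested compounds plus 3 SD, cut at about 50% in these data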
Target sequence (Q13285 whole entry, looked up, the tested form may be a part): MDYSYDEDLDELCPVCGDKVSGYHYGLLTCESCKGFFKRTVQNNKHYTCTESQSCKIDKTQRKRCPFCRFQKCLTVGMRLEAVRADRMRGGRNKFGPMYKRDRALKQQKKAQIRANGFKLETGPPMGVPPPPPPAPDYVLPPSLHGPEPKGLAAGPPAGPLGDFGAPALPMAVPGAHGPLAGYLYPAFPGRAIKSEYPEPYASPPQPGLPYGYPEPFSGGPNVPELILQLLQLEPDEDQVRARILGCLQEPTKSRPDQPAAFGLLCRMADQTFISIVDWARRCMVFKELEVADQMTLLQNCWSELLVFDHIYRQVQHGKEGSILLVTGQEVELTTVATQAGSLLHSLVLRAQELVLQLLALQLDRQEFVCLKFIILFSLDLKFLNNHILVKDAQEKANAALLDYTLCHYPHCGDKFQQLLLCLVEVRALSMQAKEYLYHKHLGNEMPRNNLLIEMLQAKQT
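Material: CHO-K1 cells with Gal4–hSF-1 LBD chimera plus Gal4-driven luciferase / Input: 4,000 CHO-K1 cells per well / Incubation: compound exposure 20 h at 37 °C / Signal: luminescence read 15 min after SteadyLite luciferase reagent, after room-temperature equilibration / Read-out: percent activation versus DMSO / Benchmarks: DMSO negative control and −SF1 background wells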
TNAP act mid DEA: activates human TNAP at intermediate phosphate acceptor concentration. purified TNAP, CDP-star luminescence, 100 mM DEA, 30 min; hits give high values; scale: 0 levamisole-inhibited, 1 vehicle-only enzyme. AID 813. activation factor at 20 µM. 64,000 tested, under 10 active;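 active means activation factor of at least 2 at 20 µM, relative to controls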
Fluor 339 460: intrinsic fluorescence of library compounds, ex339/em460 – biochemical, MLSMR library, data from DPM-DC assay, artefact control, profiling panel. fluorescence fold increase at 10 µM. compound autofluorescence, ex339/em460 nm, NADH buffer; hits give high values; 1 = no-compound wells, NADH background. 65,000 tested, 5.5% active;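 active means at 10 µM, mean starting fluorescence two-fold or more over control wells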;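 further: signal is the first read of a kinetic run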
Abs 340nm: compounds absorbing at 340 nm. fold change at 10 µM. compound absorbance at 340 nm, fold over control. 65,000 tested, under 10 active;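 active means at 10 µM dose, initial 340 nm absorbance at least 2 fold that of control wells; inactive means change under 2 fold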;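 further: initial absorbance extrapolated from kinetic A340 decline of NADH oxidation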
NADH coupling: inhibition of NAD/NADH coupling enzymes, library profiling; IC50, µM (highest dose often 10 µM), without a hit: at the highest dose inhibition; 65,000 tested, 0.02% active; coupled PK/LDH NADH assays, four targets; AID 774;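 active means single-dose screening hits from any of four coupled enzyme assays that gave an IC50 when retested across doses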;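 further: the DPM-DC format reads NADH fluorescence rather than 340 nm absorbance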
MMP-13 inhibitor: blocks human MMP13 activity; inhibition, % at 4 µM; AID 570; MMP-13 fTHP FRET cleavage, Mca fluorescence; 65,000 tested, 0.07% active; P45452;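 active means inhibition above the mean of compound-free control plate wells plus 3 SD, cut at about 14% in these data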;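 further: 0% = DMSO wells and 100% = wells with reference MMP-13 inhibitor after basal subtraction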
5HT1a ag: activates the human 5-HT1a serotonin receptor; 65,000 tested, 0.56% active; P08908; CHO 5-HT1a Ga15 NFAT-bla reporter, FRET ratio; 0% basal, 100% maximal reference agonist; activation, % at 10 µM; AID 567;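 active means activation above the screen-wide mean activation plus 3 SD, cut at about 19% in these data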;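 further: 0% = DMSO wells and 100% = 5-CT at EC100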
RORa activator: RORA (human) activation; AID 560; CHO-K1 Gal4-RORA LBD luciferase reporter, luminescence; percent increase over mock-subtracted basal signal; activation, % at 10 µM; 65,000 tested, 1.5% active;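 active means activation above the mean of all tested compounds plus 3 SD, cut at about 49% in these data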;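 further: 0% = DMSO-treated RORA cells and 100% = added signal equal to DMSO minus mock-transfected cells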
Target sequence (P35398 whole entry, looked up, the tested form may be a part): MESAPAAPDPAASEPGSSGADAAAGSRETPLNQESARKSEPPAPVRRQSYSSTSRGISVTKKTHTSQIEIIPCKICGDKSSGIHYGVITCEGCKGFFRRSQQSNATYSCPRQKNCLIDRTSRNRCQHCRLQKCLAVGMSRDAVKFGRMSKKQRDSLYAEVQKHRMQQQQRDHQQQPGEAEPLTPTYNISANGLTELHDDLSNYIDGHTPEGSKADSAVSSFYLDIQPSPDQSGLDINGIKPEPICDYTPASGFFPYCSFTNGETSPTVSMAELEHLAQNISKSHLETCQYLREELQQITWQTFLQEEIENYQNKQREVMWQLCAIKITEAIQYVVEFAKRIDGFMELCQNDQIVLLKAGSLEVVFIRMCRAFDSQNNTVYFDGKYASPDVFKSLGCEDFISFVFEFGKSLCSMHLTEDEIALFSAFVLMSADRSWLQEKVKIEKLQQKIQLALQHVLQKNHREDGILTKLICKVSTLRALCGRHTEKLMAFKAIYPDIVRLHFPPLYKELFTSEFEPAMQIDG
5HT1a antag: blocks the human serotonin 5-HT1a receptor | CHO 5-HT1a Ga15 NFAT-bla reporter, antagonist mode | inhibition, % at 10 µM | 62,000 tested, 0.68% active | AID 612;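 active means inhibition above the mean of all tested compounds plus 3 SD, cut at about 43% in these data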;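 further: receptor stimulated by 5-CT agonist at 100 nM near EC80; beta-lactamase reporter measured by ratiometric fluorescence of a cleavable substrate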
Starred values were filed as active, the others as inactive; i = inactive; · = not tested or not shown; [ ] = dose if it differs, or a comment. An unsorted share of the library (roughly 8.9% active in at least one column).

Molecule	RORa activator	Fluor 339 460	NADH coupling	SF1 activator	5HT1a antag	Abs 340nm	MMP-13 inhibitor	5HT1a ag	TNAP act mid DEA
CCn1cc(C(=O)NCc2ccc3c(c2)OCO3)c2cc(OC)c(OC)cc2c1=O	-4	1.1	5%	-3	-15	1	-10	0.2	1
COc1ccc2cc(CCNC(=O)C3CC3)c(=O)[nH]c2c1	14	1.3	8%	4	6	1.1	-26	-2.0	1
CC(=O)C1=C(O)C(=O)N(Cc2cccnc2)C1c1ccccc1 (configuration not stated)	0	1.1	4%	-1	-2	1	-7	-0.4	0.8
O=C1CSC(c2cn(-c3ccccc3)nc2-c2cccs2)N1CC1CCCO1 (configuration not stated)	-12	1	3%	-4	11	0.97	-3	0.0	0.9
Cc1cccc(C(CC(=O)N2CCCC2)c2ccccc2)c1O (configuration not stated)	13	1.1	7%	4	4	0.97	2	2.2	1
CCN(CC)C(=O)c1sc2nc(-c3cccs3)cc(-c3cccs3)c2c1N	-20	1.4	4%	-10	·	0.99	-58	2.2	0.8
COc1ccccc1NC(=O)N(Cc1ccccc1)C1=NCC(C)S1 (configuration not stated)	14	1.1	4%	-2	13	1	1	0.1	0.8
O=C(Nc1ccc(N2CCN(C(=O)c3ccc(Cl)cc3)CC2)cc1)c1cccnc1	-4	1.1	0%	8	11	1.1	-1	-1.0	0.9
CCN1CCN(CC(O)COc2ccc(C(C)=O)cc2)CC1 (configuration not stated)	-27	1.1	6%	-9	-13	1	2	-3.9	1
O=C(O)c1cc(-c2ccccc2Cl)n[nH]1	2	1	3%	-4	-7	0.99	-1	1.6	0
COc1ccc(OC)c(NC(=O)C23CCC(C)(C(=O)C2)C3(C)C)c1 (configuration not stated)	2	1	2%	1	-4	1	4	-1.6	0.9
OCCCN1c2ccccc2Nc2nnc(-c3ccccc3)cc21	57*	1.1	2%	41	3	1	-2	-2.0	4.3*
Cc1ccc(NC(=O)CSCc2c(C)noc2C)cc1C	-28	1.1	5%	-11	6	1	1	-0.8	0.9
Cc1ccc(CS(=O)(=O)CCC(=O)NCCN2CCCCC2C)cc1 (configuration not stated)	4	1.1	7%	7	3	0.98	1	-1.8	0.9
COc1cc(C2NC(=O)NC(O)(C(F)(F)F)C2C(C)=O)cc(OC)c1OC (configuration not stated)	-2	1.1	6%	11	4	0.99	-2	-3.6	0.9

Next part; it opens with the 3 that closed the last part.
Molecule	RORa activator	Fluor 339 460	NADH coupling	SF1 activator	5HT1a antag	Abs 340nm	MMP-13 inhibitor	5HT1a ag	TNAP act mid DEA
Cc1ccc(NC(=O)CSCc2c(C)noc2C)cc1C	-28	1.1	5%	-11	6	1	1	-0.8	0.9
Cc1ccc(CS(=O)(=O)CCC(=O)NCCN2CCCCC2C)cc1 (configuration not stated)	4	1.1	7%	7	3	0.98	1	-1.8	0.9
COc1cc(C2NC(=O)NC(O)(C(F)(F)F)C2C(C)=O)cc(OC)c1OC (configuration not stated)	-2	1.1	6%	11	4	0.99	-2	-3.6	0.9
CCOC(=O)c1ccc(NC(=O)Nc2ccc(S(N)(=O)=O)cc2)cc1	-21	1.1	3%	2	-5	1	3	-1.6	0.8
N#CC1=C2SCC(O)(c3ccccc3)N2C(=O)CC1c1cccs1 (configuration not stated)	0	1.1	8%	0	29	1.1	-3	-2.5	0.9
CCCCC(=O)Nc1ccc2c(c1)nc1n2CCSC1	24	1.2	1%	30	-3	1	2	-2.7	1
O=C1CC(Sc2ncccn2)C(=O)N1c1ccccc1C(F)(F)F (configuration not stated)	12	1.1	0%	1	3	1	8	-2.7	0.9
CC(C)Cn1c(=O)c(C(=O)Nc2ccncc2)c(O)c2ccccc21	5	1.2	1%	-17	-8	1.1	4	-1.2	1
CCOc1ccc(C(=O)NC2CCN(S(C)(=O)=O)CC2)cc1	37	0.99	8%	13	-10	0.98	-4	-2.8	0.9
Cc1ccc(CNC(=O)CCS(=O)(=O)c2cccc3nsnc23)cc1	-15	1.1	5%	-1	2	1.1	-1	-1.7	0.9
COC(=O)C1C(O)=C(C=NC2CCCCC2)C(=O)CC1(C)C (configuration not stated)	3	1	4%	-24	-8	1.1	0	-1.4	1
COc1ccc(CN2CCOCC2)c(C)c1C	-9	1	3%	1	-8	1	5	-0.3	0.9
N#CCSc1nc2c(sc(=S)n2Cc2ccco2)c(=O)n1-c1ccc(F)cc1	8	1.1	2%	1	30	1.1	7	0.1	0.9
Cc1ccc(C)c(C(=O)CC2(O)C(=O)Nc3ccccc32)c1 (configuration not stated)	13	1.1	2%	8	-36	0.98	-2	-1.0	0.8
Cc1nnc(NC(=O)Nc2cccc(Cl)c2)s1	4	1	3%	35	6	0.99	-3	-0.8	0.9
CC(=O)Oc1c2occc2cc2ccc(=O)oc12	-2	1.2	5%	18	5	1.1	1	-2.0	1
COc1ccc(CNC(=O)CCCNS(=O)(=O)c2cccc3nonc23)cc1	8	1.1	4%	-6	-3	1.1	1	-1.1	1
CC(=O)c1cccc(NC(=O)c2ccncc2)c1	-9	1	3%	-22	11	1	2	-3.2	0.9
O=C(C1CCN(S(=O)(=O)c2cccc3nsnc23)CC1)N1CC=C(c2ccccc2)CC1	-16	1.1	9%	-8	2	0.98	0	-1.4	1
CC(=O)NC1C(=O)N=C(SCC(=O)NC(C)c2ccccc2)NC1=O (configuration not stated)	9	1.1	8%	2	-3	0.98	0	0.1	0.9
Cc1cc(N2CC34C=CC(O3)C(C(=O)O)C4C2=O)no1 (configuration not stated)	-14	1	5%	19	15	0.98	1	-2.3	0.9
Cc1ccc(Oc2ccc(-c3nc(N)nc(N)n3)cc2)cc1	4	1	2%	25	-12	1	-1	-2.5	0.9
Cc1coc2cc3oc(=O)c4c(c3cc12)CCCC4	-3	1.8	4%	-4	0	1.1	-16	-0.3	0.9
CCN1CCN(Cc2nc(N)nc(Nc3ccc(C)c(C)c3)n2)CC1	20	1.1	6%	-1	12	1	-3	-0.5	0.9
Cc1ccc(-c2noc(CN(C(=O)CCCCCN3C(=O)c4ccccc4C3=O)C(C)C)n2)cc1	10	1.1	7%	-12	-9	1.1	1	2.0	0.8
Cc1c(C(=O)OCC(C)(C)CN(C)C)oc2ccccc12	14	0.9	5%	34	-19	1	-2	-0.9	0.9
CC1(C)CSC(=S)N1S(=O)(=O)c1ccccc1	1	1.1	5%	4	-6	1	-2	2.8	0.8
C=CCn1c(SCC(=O)c2cc(C)n(CC3CCCO3)c2C)nnc1-c1ccccc1 (configuration not stated)	-12	1	6%	10	-18	1	-4	-1.9	1
CC1(c2ccc(Cl)cc2)NC(=O)N(CC(=O)NC(=O)NCc2ccco2)C1=O (configuration not stated)	-7	1	11%	-6	-7	1	-6	1.7	0.9
CC(C)CCNC(=O)C(c1ccco1)N(Cc1cccs1)C(=O)Cn1nnc2ccccc21 (configuration not stated)	7	1.1	1%	-1	11	1	4	-2.5	1
CCN(CC)CCNC(=O)c1ccc(CS(=O)(=O)c2ccc(Br)cc2)o1	17	1.1	2%	6	-8	0.99	-5	-1.3	0.9
CCCCn1c(=O)[nH]c(=O)c2c1nc(-c1ccc(C#N)cc1)n2C1CCCC1	-14	5.2*	9%[fluoresces]	1	6	1	-392[fluorescence artefact?]	2.6	1
CCCCc1cc(=O)oc2c(CN(C)C)c(O)c(Cl)cc12	5	2.3*	3%[fluoresces]	10	·	1.2	i[fluorescence artefact?]	13	1
Cc1ccc2c(c1)N(CCCC(=O)NCc1cccnc1)C(=O)CO2	-12	1.1	5%	-13	6	1	3	-4.7	1
Cc1sc2nc3n(c(=O)c2c1C)Cc1ccccc1-3	73*	3.7*	7%[fluoresces]	56*	1	1.1	-10	-1.1	0.9
O=C(NC1CCCc2ccccc21)C1CCN(S(=O)(=O)c2cnc[nH]2)CC1 (configuration not stated)	-12	1	4%	-3	7	0.98	-6	-2.1	0.9
Cc1sc2ncnc(NCCCn3ccnc3)c2c1C	-16	1.1	0%	9	-24	1	0	0.6	0.9
CCCCC(=O)NCCc1cc2ccc(OC)cc2[nH]c1=O	3	1.2	3%	2	4	1	-4	-1.8	0.9
C=CCN1C(=O)C(O)(CC(=O)c2ccccc2)c2ccccc21 (configuration not stated)	17	1	3%	-1	-13	1	0	-2.5	0.9
CCOc1cc2[nH]c(=S)n(CCCC(=O)NCc3ccco3)c(=O)c2cc1OCC	-26	1.1	5%	-16	-4	1.1	4	2.9	0.9
COc1cccc(-n2c(Cc3cc(=O)[nH]c(=O)[nH]3)nnc2SCc2cccnc2)c1	28	1.1	8%	3	5	1	3	-2.9	1
CC(c1nnc(SCC(=O)Nc2sccc2C#N)n1-c1ccc(Cl)cc1)N(C)C (configuration not stated)	3	1.1	1%	-4	-14	0.99	-1	1.9	0.9
Cc1ccc(NC(=O)Cn2c(C)cc(C)c(C#N)c2=O)c(Cl)c1	8	1.3	3%	-8	-3	1.1	-4	-1.6	0.9
CC1CCN(c2ncnc3c2cnn3-c2ccccc2)CC1	38	1.1	4%	21	13	1.1	2	0.8	0.9
CCOc1ccc(NC(=O)Nc2ccc3nccnc3c2)cc1	20	1.1	2%	12	12	1.1	3	-4.0	0.9
NC(=O)NC(=O)Nc1ccccc1Cl	9	1.1	8%	3	-8	0.97	2	-0.8	1
COc1ccc(Nc2nc(C)c3ccccc3n2)cc1	55*	1.1	2%	99*	20	0.94	-2	0.9	0.9
CN(c1ccc(C(=O)NCC2CCCO2)cc1)S(=O)(=O)c1ccccc1 (configuration not stated)	-17	1.1	1%	-20	-13	1.1	1	-1.2	0.9
Cc1cccc(N2CCN(Cc3c(C)n(C)n(-c4ccccc4)c3=O)CC2)c1C	5	1	1%	15	4	1	-2	0.6	1
CCOc1cc(-c2noc(CCC(=O)N3CCOCC3)n2)ccc1OC	-12	1.1	2%	-7	-11	1	-2	1.0	1
CC1(C)CC(=O)CC(=Nc2ccc(C(=O)O)cc2)C1	-4	0.97	9%	0	-2	1.1	-3	-2.6	0.8
COC(=O)CN1C(=O)CSc2ncccc21	-12	1.1	7%	6	3	0.99	-1	-4.3	1
O=C(NCc1cccs1)c1ccc(N2CCCCC2)nc1	10	0.95	8%	40	7	1.1	0	0.6	1
CCN(CC)CCCN1C(=O)C(=O)/C(=C(/O)c2ccc(OC)cc2)C1c1ccco1 (configuration not stated)	30	1.1	2%	20	·	1.1	-8	0.5	1
O=C(O)c1ccc(C2CCCCC2)cn1	26	1.1	0%	2	·	0.99	5	0.4	0.9
C=CCn1c(SCC(=O)NCCCC)nc2scc(-c3ccco3)c2c1=O	-8	1.1	4%	22	9	0.99	-3	3.0	0.9
O=C(Nc1ccc2c(c1)OCCO2)C1CCN(S(=O)(=O)c2ccc(Br)s2)CC1	7	1.1	8%	5	0	1	6	1.8	0.9
COc1ccccc1NC(=O)CSc1nnc(-c2ccccn2)n1Cc1ccco1	6	0.83	7%	11	7	0.98	3	-2.4	0.9
Cc1onc(-c2ccccc2Cl)c1C(=O)Nc1cccc2nsnc12	-23	1.9	5%[fluoresces]	-8	24	1.1	-45	10	0.9
